# AID inh: Primary qHTS assay for inhibitors of Activation Induced Cytidine Deaminase (AID): AID signal. Single-stranded DNA cytosine deaminase (Homo sapiens), Q9GZX7. AID deamination FRET fluorescence, UDG-coupled, 4 h. Potency, µM (doses to about 115 µM), for the others: at the top dose activity change, negative = inhibition, hits mostly inhibitors. 91,000 compounds, 0.32% hits. AID 1347428, 2020; also: nearly all actives have a fitted effect of over 25% in size
# Target sequence (Q9GZX7 whole entry, looked up): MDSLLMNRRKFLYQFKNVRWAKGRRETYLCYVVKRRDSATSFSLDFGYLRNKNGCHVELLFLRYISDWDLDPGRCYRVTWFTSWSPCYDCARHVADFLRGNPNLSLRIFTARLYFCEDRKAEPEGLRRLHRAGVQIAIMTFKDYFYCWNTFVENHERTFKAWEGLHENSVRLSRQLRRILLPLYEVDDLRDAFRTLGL
# UDG counter: Primary qHTS assay for inhibitors of Activation Induced Cytidine Deaminase (AID): UDG Counterscreen signal; FRET deamination/UDG coupled assay, UDG read, 4 h; Potency, µM (doses to about 115 µM), for inactives: top-dose activity change, negative = inhibition, most hits filed as inhibitors; 91,000 compounds, 0.14% hits; AID 1347430, 2020; also: nearly all actives have a fitted effect of over 65% in size
# * = called active by the depositor; ? = inconclusive; [ ] = remark or other dose. Calls follow the shape of the dose curve; as a rule, active = well fitted curve in the direction sought with a large enough effect; inconclusive = small, poorly fitted or top-dose-only effect, or another doubt; inactive = no such curve, though single readings can be large; an effect the other way counts as inactive or inconclusive. % is scaled to controls: 0 for no effect and ±100 for the full control effect; potency is read from the fitted curve at half-maximal effect. A portion of the library, so the mix of outcomes need not match the whole.
[1] CCCCOC(=O)c1ccc(NC(=O)c2cc(=O)c3cc(CC)ccc3o2)cc1
[2] COc1cc(OC)c(NC(=O)c2c(C)oc3ncn(C)c(=O)c23)cc1Cl
[3] Cc1ccc(C(=O)N/C(=C/c2ccccc2)C(=O)NCC(=O)O)cc1
[4] CC1(C)C2CCC1(C(=O)Nc1ccc(C(F)(F)F)cc1)c1nc(C#N)c(C#N)nc12 (stereo not given)
[5] O=C(Cn1ncc2c3ccccc3n(Cc3cccc(Cl)c3)c2c1=O)N1CCCCCC1
[6] O=C(O)CCn1cc(C(C(=O)O)N2CCCCC2)c2ccc(Br)cc21 (stereo not given)
assay / entry | 1 | 2 | 3 | 4 | 5 | 6
AID inh | 7% | -9% | 0% | 17% | -20% | 5%
UDG counter | 1% | 8% | 0% | -7% | -12% | 2%

[7] Cc1ccc2nc(NCc3ccccc3)c3nnnn3c2c1
[8] O=C(NC1CCCCNC1=O)c1cc(-c2ccco2)on1 (stereo not given)
[9] COc1cc(-c2cc(OC)c3c(C)oc(C)c3c(=O)c2)ccc1OC(=O)c1ccccc1C
[10] O=C(O)CCc1cccc(Cl)c1Cl
[11] CC(CNC(=O)CCCn1c(=O)c2cccn2c2ccc(F)cc21)c1ccccc1 (stereo not given)
[12] CCN(CC)CCCC(C)NC(=O)c1cc(=O)c2ccccc2o1 (stereo not given)
assay / entry | 7 | 8 | 9 | 10 | 11 | 12
AID inh | 17% | 6% | ? | -4% | ? | 5%
UDG counter | 0%[57.5 µM] | -2% | -15% | -7% | -4%[57.5 µM] | -5%

[13] CCC(=O)Nc1ccccc1-c1nc2ccccc2n(CC(=O)Nc2ccc(C)c(C)c2)c1=O
[14] Cc1cc(C)c(S(=O)(=O)N2CCN(Cc3nc4ccc(C)cc4o3)CC2)c(C)c1
[15] O=C(Cn1cc(S(=O)(=O)N2CCCC2)c(S(=O)(=O)N2CCCC2)c1)Nc1cccc(F)c1
[16] C=CCn1c(SCCCCCC)nc2c1c(=O)n(C)c(=O)n2C
[17] Cc1nc(SCC(=O)NC(c2ccc3c(c2)OCCCO3)C(C)C)c(C#N)c(C)c1C (stereo not given)
[18] CCc1ccc(CNC(=O)C2CCN(C(=O)c3ccc(-n4ccc5ccccc54)s3)CC2)cc1
assay / entry | 13 | 14 | 15 | 16 | 17 | 18
AID inh | 4% | ? | 6%[57.5 µM] | ? | -10% | -8%
UDG counter | -18% | 89µM* | -6%[57.5 µM] | -3% | -11% | 0%

[19] CCOC(=O)COc1ccc2c(C)c(CC(=O)OC)c(=O)oc2c1
[20] O=C(NCCSC1CCCC1)C1CCCO1 (stereo not given)
[21] CCn1c(C)c(C)c2cc(C(=O)NCCc3cc(OC)c(OC)c(OC)c3)ccc21
[22] CCOC(=O)C(N)c1c(C)cc(C)cc1C (stereo not given)
[23] COC(=O)c1ccc(C2C(C(=O)c3ccco3)=C(O)C(=O)N2CCc2ccccc2)cc1 (stereo not given)
[24] C/C=C(\C)C(=O)OC1Cc2cc3ccc(=O)oc3cc2OC1(C)C (stereo not given)
assay / entry | 19 | 20 | 21 | 22 | 23 | 24
AID inh | -15% | 6% | -2% | 2% | -19% | -5%
UDG counter | 35%[activator] | 7% | 36%[activator] | 3% | 5% | 0%

[25] Cc1cc(C)cc(NC(=O)COc2cccc3c(=O)n(C)ccc23)c1
[26] COc1ccccc1-c1nnc(C2CCN(C(=O)c3ccc(Cl)cc3)CC2)o1
[27] CCc1nc2ccccc2c(C(=O)OC(C)C(=O)NC(N)=O)c1C (stereo not given)
[28] CCCCn1c(=O)[nH]c(=O)c2c1nc(-c1ccccn1)n2CC
[29] O=C(O)C1CC(=O)N(C2CC2)C1 (stereo not given)
[30] O=C(Nc1ccc(-c2nc3ccccc3o2)cc1)c1cccc(F)c1
assay / entry | 25 | 26 | 27 | 28 | 29 | 30
AID inh | 4% | ? | 4% | 17% | 8% | 4%
UDG counter | ? | 14% | 3% | 4% | 5% | -3%

[31] CONC(=O)CC(c1ccccc1)c1ccccc1
[32] Cc1cc(C(=O)O)ccc1-c1ccc(C=C(C#N)C#N)o1
[33] COC(=O)c1cc2sccc2n1CC(=O)Nc1ccc(C)cc1C
[34] COC(=O)c1cc(-c2ccc(Cl)cc2)nc2onc(C(C)C)c12
[35] COc1ccc(C2C3=C(CCCC3=O)Nc3c(C#N)cnn32)cc1OC (stereo not given)
[36] CCCN(CCC)CCNC(=O)CS(=O)Cc1nc(-c2ccc(OC)c(OC)c2)oc1C (stereo not given)
assay / entry | 31 | 32 | 33 | 34 | 35 | 36
AID inh | 3% | ? | -14% | -7% | -3% | 0%
UDG counter | 2% | -3% | 2% | 7% | 6% | -14%

[37] COc1ccc2c(C)c(CC(=O)NCCc3ccc(Cl)cc3)c(=O)oc2c1C
[38] COc1cccc(CNC(=O)CSc2nnc(C)c3c(C)n(-c4ccccc4)nc23)c1
[39] CCSc1nc2ccccc2c(OCc2ccc(Cl)cc2)c1C(=O)OC
[40] CCc1nnc(NC(=O)CCc2ccc(-c3ccc(C)c(C)c3)o2)s1
[41] CCc1ccccc1NC(=O)[C@@H](c1ccccc1)N1Cc2ccccc2C1=O
[42] CCCC(=O)Nc1sc2c(c1C#N)CCC(C(C)(C)C)C2 (stereo not given)
assay / entry | 37 | 38 | 39 | 40 | 41 | 42
AID inh | 24% | -9% | -11% | 14% | ? | 8%
UDG counter | ? | 2% | 59%[activator] | -5% | -1% | 3%

[43] Cc1cccc(CSc2nc3cccnc3n2Cc2ccc(C(=O)NCc3ccco3)cc2)c1
[44] O=C(NCc1cccs1)c1ccc(CSc2nc3ccncc3n2Cc2ccccc2F)cc1
[45] Cn1c(CN2CCOCC2)nnc1SCc1ccc(Br)cc1
[46] COc1ccccc1Nc1nc(-c2cc(C)ccc2C)cs1
[47] CCOCCCNC(=O)c1cc(SC)ccc1C
[48] CN(C)c1ccc(CNC(=O)C2CCN(C(=O)c3ccc(-n4ccc5ccccc54)s3)CC2)cc1
assay / entry | 43 | 44 | 45 | 46 | 47 | 48
AID inh | -13% | 79µM* | -5% | -14% | -3% | 6%
UDG counter | -10%[57.5 µM] | 5% | 1% | -14% | 0% | 13%

[49] CC1=C(C(=O)NCc2ccccc2F)C2(CCCCC2)OC1=O
[50] CC1CCCCN1c1nnc(NC(=O)Nc2ccccc2F)s1 (stereo not given)
[51] CCCCc1nn2c(=O)cc(COC(=O)c3ccccc3NC(=O)c3ccccc3OC)nc2s1
[52] CCC(C)NC(=O)Cn1ccc2cc(S(=O)(=O)N3CCCCC3)ccc21 (stereo not given)
[53] CN(C)S(=O)(=O)c1cccc(NC(=O)Cc2cc(Cl)c3c(c2)OCCCO3)c1
[54] Cc1ccc(N(CC(=O)Nc2cc(C)ccc2C)S(=O)(=O)c2c(C)noc2C)cc1
assay / entry | 49 | 50 | 51 | 52 | 53 | 54
AID inh | 13% | 3% | -4% | -1% | -5% | 1%
UDG counter | 10% | -1% | -8% | -4% | -7% | 5%

[55] CCCc1nc2sc3c(N4CCCCC4)ncnc3c2c2c1CCCC2
[56] CCN(CC)CC1CCN(C(=O)c2cc(F)cc3nc(C)c(C)nc23)CC1
[57] Cc1cc(C)c(S(=O)(=O)Nc2cc(Cl)c3oc4c(c3c2)C(=O)CCC4)cc1C
[58] CN(C)CCNC(=O)c1ccc2c(c1)N(Cc1c(F)cccc1Cl)C(=O)c1ccccc1S2
[59] CCOC(=O)c1ccc(NC(=O)c2c(NCc3cc(OC)ccc3OC)sc3c2CCC3)cc1
[60] CN(C(=O)COC(=O)/C=C/c1cccc2cccnc12)c1ccccc1
assay / entry | 55 | 56 | 57 | 58 | 59 | 60
AID inh | 14% | -6% | -7%[57.5 µM] | -13% | 152%[activator] | -15%
UDG counter | 3% | -1% | -20%[57.5 µM] | -8% | -2% | -12%

[61] COc1ccc(N2CCN(C(=O)CN(C)S(=O)(=O)c3cccs3)CC2)cc1
[62] COCCn1c(-c2ccccc2)c(C)n2c3c(=O)n(C)c(=O)n(C)c3nc12
[63] Cc1cc(C)n(-c2ccccc2)n1
[64] COc1cc(NC(=O)c2ccc(N3C(=O)C(C)(C)CS3(=O)=O)cc2)cc(OC)c1OC
[65] COc1cccc(-c2csc(/C(C#N)=C/c3ccccc3C(F)(F)F)n2)c1
[66] O=C(Nc1ccc(F)cc1F)C1CC2CCC1C2 (stereo not given)
assay / entry | 61 | 62 | 63 | 64 | 65 | 66
AID inh | -27% | 2% | -3% | 2% | 9% | -4%
UDG counter | -12% | 3% | -10% | 5% | -10% | 1%

[67] Cc1ccc(S(=O)(=O)c2cn(Cc3ccccc3F)c3cc4c(cc3c2=O)OCO4)cc1
[68] O=C(NCC1COc2ccccc2O1)c1ccccn1 (stereo not given)
[69] CC(Sc1ccc2c(c1)OCCCO2)C(=O)c1ccc(F)cc1 (stereo not given)
[70] O=C(NCc1ccccc1F)C(=O)Nc1cccc(O)c1
[71] COc1cc(OC)cc(C(=O)NCCc2csc(-c3ccc(C(F)(F)F)cc3)n2)c1
[72] CCOC(=O)CC(NC(=O)c1cc2cc(Cl)ccc2oc1=O)c1ccc(C)cc1 (stereo not given)
assay / entry | 67 | 68 | 69 | 70 | 71 | 72
AID inh | -13% | -9% | -15% | -3% | 5% | -2%
UDG counter | -21% | -7% | -13% | 0% | -12%[57.5 µM] | -8%

[73] CCN1CCN(C(=O)C2=CC(c3ccccc3OC)=NS(=O)(=O)N2C)CC1
[74] O=C(O)CCNS(=O)(=O)c1cccc(C(F)(F)F)c1
[75] Cc1oc(-c2nc(C#N)c(NCC3CCCO3)o2)cc1S(=O)(=O)N(C)C (stereo not given)
[76] Cc1cccn2c(=O)c(C(=O)NCCCN3CCCCC3C)c(O)nc12 (stereo not given)
[77] Cc1cccc(Cn2c(CNS(=O)(=O)c3ccc(C(C)C)cc3)nc3cccnc32)c1
[78] COC(=O)c1ccc(NC(=O)C(C)Sc2nc(=O)cc(N)n2CCc2ccccc2)cc1 (stereo not given)
assay / entry | 73 | 74 | 75 | 76 | 77 | 78
AID inh | -11% | 4% | -7% | 20% | -9% | 11%
UDG counter | -19% | 10% | 2% | 1% | 5% | -6%

[79] COc1ccccc1NC(=O)COC(=O)CC(C)(C)CC1=NS(=O)(=O)c2ccccc2N1
[80] COc1ccc(C2C(=O)N(C3CCC(C)CC3)CC(=O)N2C2CCCCC2)cc1OC (stereo not given)
[81] COc1cccc(OC)c1C(=O)Nc1ccc2oc(-c3cccnc3)nc2c1
[82] Cc1cc(COc2ccc(C(=O)c3ccccc3)cc2)on1
[83] COc1cc(/C(C)=N/O)ccc1OC(F)F
[84] NCCSCc1cccs1
assay / entry | 79 | 80 | 81 | 82 | 83 | 84
AID inh | 27% | 1% | -1% | -12% | -8% | 0%
UDG counter | -2% | 7%[57.5 µM] | -2% | -10% | -1% | 2%

[85] Cn1c(-c2cccc(OCc3ccccc3)c2)nc2c1c(=O)[nH]c(=O)n2Cc1ccccc1
[86] Brc1ccc(-c2ccn[nH]2)cc1
[87] CCCNS(=O)(=O)c1cc(-c2nnc3c4ccccc4c(C)nn23)ccc1OC
[88] CCOc1ccc(NC(=O)c2oc3ccccc3c2NC(=O)C2CCCCC2)cc1
[89] C=CCn1c(Oc2cccc(C)c2)nc2c1c(=O)n(C)c(=O)n2C
assay / entry | 85 | 86 | 87 | 88 | 89
AID inh | -2% | -1% | 1% | ? | -9%
UDG counter | -6% | -3% | 0% | -22% | 3%

# Screening results (PubChem)
